# From PubChem BioAssay
# POLI inh: DNA polymerase iota (human) inhibition; Q9UNA4; Pol iota fluorescent replication assay, 10 min; 390,000 compounds, 1% hits; Potency, µM (doses to about 115 µM), for inactives: at the top dose activity, negative = inhibition, usual class: inhibitors; note: potency is the fitted concentration of half-maximal effect
#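 Fluorescent replication assay read twice, at 0 min and 10 min after adding 50 nM (final) substrate. Enzyme (10 nM) and compounds were first incubated 15 min at room temperature; enzyme-free buffer wells were negative controls.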
# BLM helicase inh: Bloom syndrome helicase (human) inhibition; recombinant BLM DNA unwinding, fluorescence dequenching; Potency, µM (highest dose often 56.1 µM), for the others: top-dose activity change, negative = inhibition, most hits filed as inhibitors; 350,000 compounds, 0.2% hits; AID 2528;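 note: potency is the fitted concentration of half-maximal effect; plate controls were vehicle for no effect and no enzyme for full effect; nearly all actives have a fitted effect of over 35% in size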
# APE1 inh: blocks human APE1 abasic DNA cleavage. Potency, µM (series often up to 65.8 µM), for the others: at the top dose activity change, negative = inhibition, hits mostly inhibitors. recombinant APE1, TAMRA/BHQ-2 abasic DNA cleavage fluorescence. 350,000 compounds, 0.35% hits. P27695;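 note: potency is the fitted concentration of half-maximal effect; plate controls were vehicle for no effect and reference inhibitor for full effect; nearly all actives have a fitted effect of over 55% in size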
#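 Readout is kinetic fluorescence (ex 525, em 598 nm) from cleavage of 50 nM TAMRA/BHQ-2 THF abasic duplex by 0.75 nM APE1, compound added 15 min beforehand at RT.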
# RXFP1 antag: RXFP1 (human) relaxin receptor antagonism; Q9HBX9; HEK293-RXFP1, relaxin-stimulated cAMP HTRF, 30 min; stronger effect = lower value; activity change, negative = inhibition, % at 57.5 µM; 350,000 compounds, 0.59% hits; AID 1259400;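 active = activity change of -60% or lower, but not beyond a set lower limit; inconclusive = change between -60% and -40%, or beyond the set limit; inactive = change above -40%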; note: % is set by controls: 0 for no effect and ±100 for the full control effect
# PGK inhibitor: inhibitors of T. brucei phosphoglycerate kinase | PGK/GAPDH coupled, Kinase-Glo luminescence, 60 min | Potency, µM (doses to about 57.5 µM), without a hit: at the highest dose activity change, negative = inhibition, actives largely listed as inhibitors | 380,000 compounds, 0.043% hits | AID 602233; note: potency is the fitted concentration of half-maximal effect; % is set by controls: 0 for no effect and ±100 for the full control effect; nearly all actives have a fitted effect of over 60% in size
#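 Luminescent ATP detection (Kinase-Glo Plus) follows a 60-minute room-temperature incubation, with wells lacking PGK as controls. Buffer: 100 mM TEA (pH 7.6), 5 mM MgCl2, 0.01% Tween-20. Coupling enzyme GAPDH (100 nM final) supplies unstable 1,3-BPG in-well.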
# Apoferritin bind: binds horse apoferritin like a general anesthetic | 350,000 compounds, 0.074% hits | apoferritin/1-aminoanthracene competitive binding, fluorescence | Potency, µM (highest dose often 77.5 µM), for inactives: at the highest dose activity change, negative = displacement, actives largely listed as inhibitors; note: potency is the fitted concentration of half-maximal effect; % is set by controls: 0 for no effect and ±100 for the full control effect; nearly all actives have a fitted effect of over 20% in size
# Target sequence (P02791 2-175 limits assumed): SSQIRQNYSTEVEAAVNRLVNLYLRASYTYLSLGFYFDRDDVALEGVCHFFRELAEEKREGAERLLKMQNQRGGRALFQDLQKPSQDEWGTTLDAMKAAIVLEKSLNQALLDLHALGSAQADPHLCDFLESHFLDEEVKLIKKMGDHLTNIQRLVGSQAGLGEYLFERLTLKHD
#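 Steps: apoferritin (10 uM) was premixed with half-saturated 1-AMA in PBS, compounds were pin-transferred, plates stood 10 min at room temperature, fluorescence was read at 380/535 nm, and curves were fitted with a Hill equation.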
# POLK inh: inhibitors of human DNA polymerase kappa; 400,000 compounds, 0.53% hits; Potency, µM (top dose mostly 107 µM), without a hit: top-dose activity, negative = inhibition, most hits filed as inhibitors; AID 588579; purified Pol kappa, fluorescent DNA synthesis assay, 10 min; note: potency is the fitted concentration of half-maximal effect; % is set by controls: 0 for no effect and ±100 for the full control effect
# Target sequence (Q9UBT6 whole entry, looked up): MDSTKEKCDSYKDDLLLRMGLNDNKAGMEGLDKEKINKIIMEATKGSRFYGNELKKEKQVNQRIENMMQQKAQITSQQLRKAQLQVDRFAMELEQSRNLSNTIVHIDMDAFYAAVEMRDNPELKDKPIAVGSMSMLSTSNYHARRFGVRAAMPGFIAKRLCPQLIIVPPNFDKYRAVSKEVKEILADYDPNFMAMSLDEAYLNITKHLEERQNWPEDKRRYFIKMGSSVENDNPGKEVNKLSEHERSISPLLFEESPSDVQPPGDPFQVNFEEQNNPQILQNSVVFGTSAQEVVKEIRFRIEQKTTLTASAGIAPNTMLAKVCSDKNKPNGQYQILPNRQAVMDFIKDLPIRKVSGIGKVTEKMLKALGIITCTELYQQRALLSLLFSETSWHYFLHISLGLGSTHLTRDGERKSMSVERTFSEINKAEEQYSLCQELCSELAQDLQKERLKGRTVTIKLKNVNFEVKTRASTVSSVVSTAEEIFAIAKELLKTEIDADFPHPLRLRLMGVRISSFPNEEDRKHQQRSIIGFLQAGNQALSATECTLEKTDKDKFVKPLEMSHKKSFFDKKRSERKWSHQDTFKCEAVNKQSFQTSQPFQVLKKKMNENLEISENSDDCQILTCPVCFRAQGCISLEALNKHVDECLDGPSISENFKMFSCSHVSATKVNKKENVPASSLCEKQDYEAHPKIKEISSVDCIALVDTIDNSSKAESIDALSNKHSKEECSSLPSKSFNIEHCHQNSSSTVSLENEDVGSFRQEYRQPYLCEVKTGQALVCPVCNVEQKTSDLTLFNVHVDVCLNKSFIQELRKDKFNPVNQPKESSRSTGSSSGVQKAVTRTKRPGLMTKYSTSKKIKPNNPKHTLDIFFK
#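 First, compounds were pin-transferred onto 10 nM Pol kappa. After 15 min at room temperature, substrate was added to 50 nM final. Fluorescence was then measured kinetically at 0 and 10 min.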
# POLB inh: blocks human DNA polymerase beta activity | Pol beta primer extension/strand displacement, fluorescence kinetic | 340,000 compounds, 1.3% hits | AID 485314 | P06746 | Potency, µM (series often up to 114 µM), for the others: at the top dose activity change, negative = inhibition, usual class: inhibitors; note: potency is the fitted concentration of half-maximal effect; % is set by controls: 0 for no effect and ±100 for the full control effect
#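 Values derive from four-parameter Hill fits of normalized kinetic data: reads at 0 and 10 min following addition of 50 nM substrate to 10 nM Pol beta preincubated 15 min with compound.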
# POLH inh: inhibitors of human DNA polymerase eta. 390,000 compounds, 1.2% hits. recombinant Pol eta, fluorescent DNA replication assay. Potency, µM (top dose mostly 114 µM), for the others: at the highest dose activity change, negative = inhibition, actives largely listed as inhibitors; note: potency is the fitted concentration of half-maximal effect; % is set by controls: 0 for no effect and ±100 for the full control effect
#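 Pol eta (10 nM) was preincubated with compounds for 15 min at room temperature, after which fluorescent replication substrate (50 nM final) was added to start the reaction. Fluorescence was read kinetically at 0 and 10 min.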
# * marks the source's active call; other numbers are inactive results; i = inactive; ? = inconclusive; nt = no result given; [ ] = dose if it differs, or a comment. Unless noted, calls come from the whole dose curve; as a rule, active = well fitted curve in the direction sought with a large enough effect; inconclusive = small, poorly fitted or top-dose-only effect, or another doubt; inactive = no such curve, though single readings can be large; an effect the other way counts as inactive or inconclusive.
SMILES,POLI inh,BLM helicase inh,APE1 inh,RXFP1 antag,PGK inhibitor,Apoferritin bind,POLK inh,POLB inh,POLH inh
COC(=O)CC(NC(=O)c1cccs1)c1ccc(OC)c(OC)c1 (stereo not drawn),18.1%,2.1%,0.2%,1.7,i,0.7%,11.5%,0.1%,-10.9%
COc1ccc(NC(=O)c2cccnc2)cc1,7.4%,2.6%,23.8%,14.0,5.9%,-2.4%,-6.3%,24.5%,-9.7%
CN(C)CCCOC(=O)c1ccc(Br)cc1,-3.3%,-0.9%,11.9%,-3.8,-8.7%,8.2%,-1.6%,13.4%,-10.4%
CCOC(=O)/C(C#N)=C/c1cn(CCC(=O)O)nc1-c1ccc(Br)cc1,34.7%[activator],-2.1%,0.6%,0.4,-5.0%,-13.1%,-2.1%,9.2%,-8.0%
Cc1ccc(NC(=O)NCc2cccnc2)cc1C,9.2%,-3.4%,15.5%,-1.5,0.5%,-7.0%,-2.1%,-0.5%,3.1%
COc1cccc(NC(=O)c2ccc3snnc3c2)c1,5.6%,-4.4%,-9.1%,-20.9,1.2%,-4.4%,-11.9%,-18.8%,-5.5%
CC(C)c1cccc(-c2ccc3c(c2)S(=O)(=O)c2cccc(C(=O)NCc4ccccc4)c2C3=O)c1,10.0%,nt,7.2%,nt,-6.1%,nt,-4.0%,nt,5.3%
Cc1sc2ncnc(N3CCC(C(=O)N(C)CC(=O)Nc4ccccc4Cl)CC3)c2c1C,-0.4%,-0.7%,22.6%,3.5,0.0%,-7.2%,-19.8%,16.2%,-7.5%
CN(Cc1ccccc1)C(=O)CSc1n[nH]c(N)n1,92.8%[activator],3.5%,78.1%[activator],12.6,-0.2%,7.0%,-1.1%,0.9%,-25.4%
O=C(CCN1C(=O)c2ccccc2S1(=O)=O)NCc1ccccc1Cl,6.0%,nt,2.7%,-26.1,i,nt,-1.2%,nt,-16.2%
CC1CCCN(Cc2nc3c(c(=O)n(C)c(=O)n3C)n2CCCc2ccccc2)C1 (stereo not drawn),2.5%,-0.9%,-6.8%,-30.8,i,-4.8%,-2.0%,0.1%,-5.8%
Cc1c(C#N)c(O)n(CCO)c(=O)c1N=Nc1ccc2c(c1)COC2=O,66.8%[activator],7.4%,0.6%,18.0,-16.4%,?,-21.7%,-13.8%,-16.8%
CCc1ccc(NC(=O)CSc2nnc(-c3cnccn3)n2C)cc1,-20.1%,1.9%,25.7%,-30.7,-7.9%,-14.9%,12.8%,-4.4%,-10.4%
O=C(CSc1nnc(CNC(=O)c2c(F)cccc2Cl)o1)Nc1ccccc1,47.8%[activator],0.4%,-0.3%,-1.6,-4.5%,-8.0%,-13.7%,-0.9%,-4.1%
Cc1ccc(CN(C(=O)c2ccco2)C2CCS(=O)(=O)C2)cc1 (stereo not drawn),33.5%[activator],-1.1%,26.5%,-1.5,4.7%,-1.9%,3.1%,0.1%,-14.8%
Cc1nn(-c2cccc([N+](=O)[O-])c2)c(N)c1-c1ccccc1,23.3%,1.1%,1.1%,2.0,-3.0%,?,-11.2%,17.6%,-3.4%
N#Cc1cc([N+](=O)[O-])ccc1N1CCCC1,14.2%,-8.6%,0.2%,10.1,-9.5%,-3.5%,1.4%,1.9%,-5.0%
Cc1c(-c2ccccc2)oc2c(C(=O)N3CCN(c4ccc([N+](=O)[O-])cc4)CC3)cccc2c1=O,12.8%,1.7%,12.3%,-8.4,7.3%,-7.4%,-2.3%,1.4%,-6.5%
Cc1ccc(NS(=O)(=O)c2ccc(C(C)(C)C)cc2)cn1,4.6%,-0.8%,30.4%,-4.5,i,-0.6%,6.0%,13.6%,-5.0%
O=C(COc1ccccc1)OCC(=O)N1CCCc2ccccc21,6.3%,nt,-1.5%,-12.4,8.9%,nt,1.2%,nt,-7.1%
CCOc1ccc(OCCC(=O)N2CCc3cc(OC)c(OC)cc3C2)cc1,25.5%,-3.3%,83.2%[activator],-0.2,i,-5.5%,-0.2%,-7.2%,-22.5%
C=CCNC(=O)C1CCN(c2nc(C)cc(-c3ccccc3)n2)CC1,-12.3%,-0.1%,25.7%,3.4,0.8%,14.4%,0.3%,12.7%,-3.0%
O=C(NCCCn1ccnc1)c1nn2c(C(F)(F)F)cc(-c3ccccc3)nc2c1Cl,34.7%[activator],-7.5%,1.2%,-4.4,-1.4%,-13.2%,-4.7%,8.3%,4.4%
O=C(Nc1cccc2cccnc12)c1cc(F)c(F)cc1Cl,23.1%,-1.5%,6.2%,11.7,7.9%,-12.4%,0.0%,3.7%,-2.1%
O=C(NC1CCN(Cc2ccccc2)CC1)c1ccc(CS(=O)c2ccc(F)cc2)o1 (stereo not drawn),37.8%[activator],2.6%,41.9%,6.1,-7.9%,-2.0%,5.3%,23.1%,-7.5%
CCN(c1ccccc1)S(=O)(=O)c1ccc(NC(=O)c2nc(SC(C)C)ncc2Cl)cc1,-14.1%,-3.5%,nt,nt,8.1%,-23.7%,-5.0%,43.8%,-17.0%
COCCCNC(=O)c1cc(Sc2ccc(F)cc2)nc2ccccc12,21.9%,1.6%,3.2%,-14.7,i,-10.8%,0.9%,2.3%,-13.7%
COc1ccc(-c2cc3ccc(OCC(=O)NCC4CCC(C(=O)O)CC4)cc3oc2=O)cc1 (stereo not drawn),116.6%[activator],-10.4%,14.9%,nt,-5.6%,265.2%[activator],10.3%,?,-13.5%
CSCCOC(=O)c1[nH]c2c(c1C)C(=O)CC(c1ccco1)C2 (stereo not drawn),?,-28.8%,12.6µM*,4.6,-27.4%,-12.4%,31.6µM*,7.94µM*,17.8µM*
O=C(N/N=C/c1cccc2cccnc12)[C@H]1C[C@@H]1c1ccccc1,149.1%[activator],-6.9%,-2.5%,-17.0,i,-10.0%,-2.0%,-22.4%,-21.4%
COC(=O)Cn1c(C(O)c2ccccc2)nc2ccccc21 (stereo not drawn),-7.2%,-3.9%,15.3%,4.8,-5.5%,-2.7%,-3.4%,60.5%,-4.2%
Cc1ccc(C(=O)c2c[nH]cc2-c2ccccc2)cc1,5.2%,-2.4%,8.0%,-11.4,4.9%,-12.7%,-2.6%,-0.3%,-0.2%
CON(C)S(=O)(=O)c1cccc(C(=O)Nc2cccc(S(=O)(=O)NC3=NCCCCC3)c2)c1,67.4%[activator],nt,nt,-4.2,8.2%,nt,-2.6%,nt,-25.4%
COc1ccc(N(CC(=O)N2CCc3ccccc3C2)S(=O)(=O)c2c(C)[nH]c(=O)[nH]c2=O)cc1,11.5%,-0.9%,-2.9%,nt,-11.6%,-4.7%,4.9%,13.6%,-20.9%
Cc1cc(C)c(OCC(=O)Nc2ccc3c(c2)OCO3)cc1C,11.4%,-0.2%,0.9%,5.2,-6.7%,7.8%,-4.6%,1.6%,3.2%
CC(C(=O)Nc1cc([N+](=O)[O-])ccc1Cl)N1CCN(c2ccccc2O)CC1 (stereo not drawn),8.7%,1.7%,-8.3%,1.2,-1.5%,-7.2%,-8.2%,1.4%,-12.8%
Cc1ccc(OCCNC(=O)CNC(=O)c2ccc3c(c2)OCO3)cc1,30.2%[activator],nt,-10.0%,nt,11.0%,nt,-4.2%,nt,-18.5%
COc1ccc(C2=CC(c3ccccc3Cl)n3nc(-c4ccc(Cl)cc4)nc3N2)cc1 (stereo not drawn),-12.9%,-9.0%,nt,-8.1,5.7%,7.4%,3.1%,22.2%,-22.5%
O=c1c(Cl)c(N2CCOCC2)cnn1-c1nc2ccccc2[nH]1,21.6%,2.9%,10.3%,-5.2,-6.5%,0.8%,0.6%,-17.1%,-0.6%
O=C(c1ccccc1)c1ccc(Sc2ccc([N+](=O)[O-])cc2)cc1,40.1%[activator],-5.3%,-5.5%,10.0,-11.1%,11.6%,-12.6%,-4.4%,-17.6%
CC(OC(=O)c1ccccc1NCCO)C(=O)Nc1ccc(S(=O)(=O)N2CCOCC2)cc1 (stereo not drawn),24.9%,nt,29.2%,-3.5,-0.4%,nt,-10.1%,nt,-10.6%
Cc1noc(C)c1S(=O)(=O)N1CCCC(C(=O)NCc2ccccn2)C1 (stereo not drawn),12.9%,-0.2%,-0.7%,-3.9,5.4%,-6.2%,0.4%,13.6%,1.5%
COc1ccccc1CC(=O)NC1CCC(C)CC1 (stereo not drawn),15.9%,-1.4%,1.7%,0.4,-9.2%,?,-0.8%,-3.2%,5.1%
COc1ccc(C(=O)CC(=O)C(=O)Nc2ccc(OC)c(Cl)c2)cc1,103.8%[activator],-1.4%,-12.6%,-7.7,i,2.0%,0.6%,-15.8%,-15.3%
CC(NC(N)=O)C(=O)Nc1ccc(Cl)c(S(=O)(=O)Nc2ccc(Br)cc2)c1 (stereo not drawn),45.2%[activator],-20.4%,-0.8%,11.3,-11.0%,-4.9%,-21.7%,12.1%,-16.1%
CCOC(=O)c1sc2ccccc2c1OC(=O)c1ccc(C)cc1,80.0%[activator],-10.7%,-1.6%,-22.7,-9.2%,-10.8%,-2.8%,7.7%[57.1 µM],-17.7%
COc1ccc(-c2cc(C(=O)Nc3sc4c(c3C#N)CCCC4)c3ccccc3n2)cc1,-1.0%,-4.2%,1.3%,-9.1,i,-7.4%,-3.4%,1.3%,-12.6%

# An excerpt. The share of hits here may be higher or lower than overall.
